Bioassay records from PubChem.
Keap1-Nrf2 PPI: Keap1-Nrf2 protein-protein interaction inhibitors, primary screen, biochemical, fluorescence polarization, single point; Keap1 Kelch-Nrf2 peptide fluorescence polarization, 1536-well; 340,000 tested, 0.15% active; inhibition, % at 9.4 µM; in the data active = inhibition above about 12%; inconclusive = no clear call, values can overlap the other calls; inactive = below about 7.3%;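 also: human Keap1 Kelch domain with fluorescein labeled Nrf2 9mer peptide probe; 0% = neutral control wells and 100% = peptide positive control; higher means more block of Keap1 binding to Nrf2 peptide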
C-LANA FP: inhibitors of KSHV C-LANA binding to DNA, primary screen, biochemical, fluorescence polarization, FAM-LBS DNA, MBP-C-LANA, single point; inhibition, % at 9 µM; 340,000 tested, 0.078% active; AID 504423, 2011;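 active = highest replicate inhibition at or above 60% at 9 µM, even if other replicates fall short; inactive = all replicates below 60% inhibition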;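 also: 0% = neutral control wells and 100% = 4 µM acridine orange control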
PvdQ inh: P. aeruginosa PvdQ acylase inhibitors, primary screen, biochemical, fluorescence, plate reader and imaging, single point; PvdQ acylase [Pseudomonas aeruginosa LESB58]; 340,000 tested, 0.063% active; inhibition, % at 10 µM; AID 488965, 2010; purified PvdQ acylase; in the data active = inhibition above about 30%, passing the limit was not always enough; inconclusive = no clear call, values can overlap the other calls;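 also: 0% = vehicle neutral wells and 100% = reference inhibitor wells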
Rtt109 HAT inh: inhibitors of C. albicans Rtt109/Vps75 HAT, primary screen, biochemical, ThioGlo CoA-SH fluorescence, plate reader | purified Rtt109/Vps75, 4 h | inhibition, % at 34.9 µM | 330,000 tested, 0.16% active;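 active = inhibition of at least 50% in every replicate; inconclusive = best replicate reaches 50% inhibition but some replicates fall short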
Target sequence (Q5AAJ8 whole entry, looked up): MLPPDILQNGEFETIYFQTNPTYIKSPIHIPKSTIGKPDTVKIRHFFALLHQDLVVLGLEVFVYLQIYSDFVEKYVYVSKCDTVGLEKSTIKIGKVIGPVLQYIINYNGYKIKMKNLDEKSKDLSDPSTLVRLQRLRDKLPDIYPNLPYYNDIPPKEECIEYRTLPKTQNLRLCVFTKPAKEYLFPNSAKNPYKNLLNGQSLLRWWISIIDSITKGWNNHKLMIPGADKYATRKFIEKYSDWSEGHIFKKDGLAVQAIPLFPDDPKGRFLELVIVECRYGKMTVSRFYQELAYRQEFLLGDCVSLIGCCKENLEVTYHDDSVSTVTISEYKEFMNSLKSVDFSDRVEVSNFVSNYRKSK
Cardiac RTF inh: cardiac RTF calcium sensitivity inhibitors, primary screen, biochemical, IANBD-TnC fluorescence, EC70 calcium | IANBD-labeled cardiac RTF, Ca2+ fluorescence | inhibition, % at 7.15 µM | Troponin I, cardiac muscle (Homo sapiens) + Troponin T, cardiac muscle (Homo sapiens) + … | 340,000 tested, 0.12% active | AID 493244, 2011;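 active = inhibition above the mean inhibition of all tested compounds plus 3 SD, cut at about 17% in these data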;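 also: assay run at fixed EC70 calcium of 1.6 mM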
SUMO Mot1 rescue: yeast Mot1-301 growth rescue at high temperature, primary screen, SUMOylation pathway inhibitor project, S. cerevisiae, ATP luminescence, 38.5C; S. cerevisiae Mot1-301 growth rescue; percent above DMSO median, 100 means doubled; growth rescue, % at 18.8 µM; 320,000 tested, 1% active; AID 2716, 2010;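 active = every valid replicate shows activation above 250% relative to neutral control wells; inactive = the rest, any valid replicate at or below 250%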;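 also: OY570 slx delta 5 strain wells were the positive control but not used for scaling; some compounds called inactive have numbers as strong as hits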
CDK5 p35 inh: inhibitors of human CDK5/p35 kinase, primary screen, biochemical, single concentration; inhibition, % at 10 µM; AID 488839, 2010; Cyclin-dependent kinase 5 (Homo sapiens) + Cyclin-dependent kinase 5 activator 1 (Homo …; Recombinant CDK5/p35, ADP-Glo luminescence, 60 min; 330,000 tested, 0.01% active;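 active = highest replicate inhibition of at least 50% and at least 75% of replicates reaching 50%; inconclusive = only one of the two criteria met; inactive = both criteria failed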;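 also: plate controls were DMSO neutral control for no effect and GW8510 at 10 µM for full effect; many of its hits are not listed in these tables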
NSD2 HMT inh: NSD2 histone methyltransferase inhibitors, primary screen, biochemical, AlphaScreen, single concentration, set 2 | NSD2 peptide methylation, 120 min | 310,000 tested, 0.54% active | inhibition, % at 12.5 µM; in the data active = inhibition above about 50%
PfHsp90 set2: growth inhibition of PfHsp90-expressing yeast, primary screen, antimalarial PfHsp90 inhibitor project, S. cerevisiae, BacTiter-Glo luminescence, single point, set 2 | inhibition, % at 9.4 µM | BacTiter-Glo ATP, 48 h; yeast lacking PDR1 and PDR3 efflux regulators | AID 504621, 2011 | 310,000 tested, 0.32% active;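 active = every replicate shows inhibition above about 80%, whatever the replicate mean, limit read from the data; inconclusive = mean inhibition reaches the set limit but some replicate falls short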;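 also: 0% = DMSO neutral controls and 100% = 20 µM radicicol positive controls; yeast relying on Plasmodium falciparum Hsp90 in place of its own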
RTF Ca sens act: cardiac RTF calcium sensitivity activators, primary screen, biochemical, IANBD-TnC fluorescence, EC20 calcium | Troponin I, cardiac muscle (Homo sapiens) + Troponin T, cardiac muscle (Homo sapiens) + … | IANBD-labeled TnC RTF fluorescence at EC20 calcium; 0% EC20 calcium, 100% full calcium | activation, % at 7.2 µM | 340,000 tested, 0.24% active | AID 493008, 2010;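 active = activation above the mean over all tested compounds plus 3 SD, cut at about 30% in these data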;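 also: rise in fluorescence read as greater calcium sensitivity of cardiac thin filaments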
dFosB activator: activators of delta FosB homodimer, primary screen, biochemical, fluorescence polarization, TAMRA-CDK5 oligo, single point; 340,000 tested, 0.99% active; AID 493131, 2011; purified delta FosB; percent of positive-control signal above neutral wells; activation, % at 25 µM; Protein FosB (Mus musculus), P13346;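 active = mean activation above about 17%, with every replicate also reaching it, limit read from the data, passing the limit was not always enough; inconclusive = only one of the two conditions met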;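 also: fluorescence polarization rise as delta FosB binds a TAMRA Cdk5 AP-1 oligo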
Target sequence (P13346 whole entry, looked up): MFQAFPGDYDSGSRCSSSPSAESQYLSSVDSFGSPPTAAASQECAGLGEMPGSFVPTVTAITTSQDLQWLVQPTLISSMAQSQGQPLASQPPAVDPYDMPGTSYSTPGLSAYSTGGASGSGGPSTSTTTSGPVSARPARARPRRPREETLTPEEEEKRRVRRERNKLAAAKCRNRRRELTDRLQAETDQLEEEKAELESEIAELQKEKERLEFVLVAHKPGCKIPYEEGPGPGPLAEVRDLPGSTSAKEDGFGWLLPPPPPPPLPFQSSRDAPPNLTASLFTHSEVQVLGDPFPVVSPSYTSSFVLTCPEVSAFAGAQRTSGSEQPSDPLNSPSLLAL
* hit, by the source's call; ? = inconclusive; . = not tested or not shown.

SMILES	Keap1-Nrf2 PPI	C-LANA FP	PvdQ inh	Rtt109 HAT inh	Cardiac RTF inh	SUMO Mot1 rescue	CDK5 p35 inh	NSD2 HMT inh	PfHsp90 set2	RTF Ca sens act	dFosB activator
CCN(CC)CCN(C(=O)c1ccc(N2C(=O)CCC2=O)cc1)c1nc2cc3c(cc2s1)OCCO3	-4	-1.3	-11	2	7	276	-2.6	.	5	2	-3
COc1cc(/C=C/C(=O)N2CCC=CC2=O)cc(OC)c1OC	0	0.6	3	2	8	-5	1.0	.	15	5	-5
CCn1cc(CNC(=O)c2cc(-c3cc(OC)ccc3OC)nc3ccccc23)c(C)n1	-4	0.7	-8	-10	-3	56	-1.0	-3	2	1	-9
COc1ccc(/C=C2/SC(=S)N(CCCC(=O)N3CCN(C)CC3)C2=O)cc1	-2	-2.1	-9	1	-2	2	-0.4	12	-2	3	-7
CCc1nonc1NC(=O)c1oc2cc(Br)ccc2c1C	-4	0.2	2	0	-4	17	.	-1	-2	0	1
CC1C=CC=CC=CC=CC=CC=CC=CC(OC2OC(C)C(O)C(N)C2O)CC2OC(O)(CC(O)CC(O)C(O)CCC(O)CC(O)CC(=O)OC(C)C(C)C1O)CC(O)C2C(=O)O (centres undefined)	-18	68*	1	8	-6	.	0.9	5	-17	-1	-9
COc1ccc(C2C(C(C)=O)=C(O)C(=O)N2c2cccnc2)cc1OC (centres undefined)	-3	0.2	-12	7	-9	-4	1.7	6	.	4	0
CSc1nsc(SCC(=O)Nc2ccc(Br)cn2)n1	-3	0.2	-7	-23	-10	12	0.5	.	34	0	-8
CC(C)/C=N\NC(=O)CCCCC(=O)N/N=C/C(C)C	3	0.8	-1	-11	4	2	1.1	-2	6	4	-8
COc1cccc(/C=N/c2nc3ccccc3[nH]2)c1O	-1	2.6	7	5	4	21	0.4	-6	-3	187*	9
CC(=O)NC(CC(=O)OCC(=O)NCCc1ccccc1)c1ccccc1 (centres undefined)	-5	-1.4	-14	-2	-1	-8	-3.5	4	-7	-2	1
Cc1noc(NS(=O)(=O)c2ccc(NC(=O)c3ccccc3NS(=O)(=O)c3ccc(F)c(F)c3)cc2)c1C	7	-1.6	-11	2	-4	.	-0.8	2	.	-6	2
CCCCCC(O)(c1ccccc1)C(CN1CCOCC1)c1ccccc1 (centres undefined)	0	0.7	-3	-3	1	21	-0.4	-1	8	-2	-1
Cc1cccc(N(C)C(=O)c2cc(S(=O)(=O)N3CCCC3)cn2C)c1	-2	0.2	-11	-5	-12	2	-2.2	.	2	-1	-4
O=C(Nc1cccn(Cc2ccc(F)cc2)c1=O)NC1CCCCC1	-1	-0.3	-12	12	8	-9	-0.4	1	.	1	-14
Cc1ccc(C)c(-c2nnc(NC(=O)CCS(=O)(=O)c3ccccc3)o2)c1	-8	-0.3	-13	-6	-9	-8	1.4	-1	.	5	-3
CCOc1ccccc1OCCNC1CCCC1	-5	0.3	-1	3	-3	56	0.0	-3	-11	0	0
COc1cccc(C2(O)CCN(C(=O)c3cccs3)CC2)c1	4	-0.6	5	-6	1	-9	0.6	1	10	13	-6
Cc1ccc(C(O)P(=O)(OC2CCCCC2)OC2CCCCC2)cc1 (centres undefined)	1	1.0	-17	-16	-7	-5	0.4	0	-26	-1	-7
c1ccc(-c2nnc(OCCN3CCOCC3)c3ccccc23)cc1	-2	-0.7	-11	-2	0	0	-0.3	0	-10	1	-6
CCOc1ccc(/C=N\NC(=O)CC(=O)NCCc2ccccc2)cc1	-2	0.3	-1	6	-1	-8	1.0	0	5	-1	1
CSCCC(NC(=O)c1ccccc1)C(=O)OCC(=O)NCc1ccco1 (centres undefined)	0	0.5	-14	5	-6	14	0.7	8	.	1	3
S=C1NCCNC(=S)NCCOCCOCCOCCN1	-5	-1.4	-8	3	-14	61	2.4	6	-17	4	-3
O=C(NNC(=O)C1CCCO1)c1ccc(Br)cc1 (centres undefined)	4	1.3	-14	1	-9	142	2.2	-2	-20	1	0
O=C(COC(=O)CNC(=O)C1CCCCC1)Nc1ccc2c(c1)OCCO2	-1	-0.4	-9	4	-6	.	0.4	.	25	2	-14
CCN(CC)S(=O)(=O)c1ccc(-c2nnc(SCC(=O)Nc3ccc(OC)c(OC)c3)o2)cc1	-2	-0.1	-11	.	-6	-1	-0.1	0	.	2	?
Cc1c(C(=O)N(Cc2ccc(N(C)C)cc2)C2CCS(=O)(=O)C2)oc2ccccc12 (centres undefined)	-3	-0.1	0	1	-2	11	1.6	7	5	5	-3
Cc1nnc(SCc2cc([N+](=O)[O-])cc3c2OCOC3)n(N)c1=O	-3	0.1	3	14	1	74	1.1	-1	7	4	-11
O=C(Nn1cnnc1)c1cc2c(s1)CCCCC2	-3	-1.6	3	10	-1	-8	0.6	1	-13	4	-5
COc1ccc(-c2noc3c2-c2nc(-c4ccccc4F)sc2CC3)cc1	-6	1.0	-14	-5	6	-2	0.5	.	2	7	-13
COc1ccc(OCC(=O)Nc2ccc(N3CCOCC3)cc2)c([N+](=O)[O-])c1	3	-0.1	-5	4	-6	.	-0.5	-1	10	-5	-2
Oc1ccc(-c2nnc(Nc3cccc(O)c3)c3ccccc23)cc1	-1	-1.0	-12	-1	-4	35	-1.0	-194	-1	2	-2
Cc1ccc2nc(SCC(=O)N3CC(C)OC(C)C3)nc(=O)n2c1 (centres undefined)	-1	-1.1	-6	-5	4	11	-0.1	1	.	-2	-8
CC(C)(C)c1ccc(C(=O)Nc2ccc(C=C(C#N)C#N)cc2)cc1	-1	-0.4	-1	-12	-8	-12	-3.5	-2	-22	-2	-11
COc1cccc(CN(C)C(=O)CN2C(=O)NC(c3ccccc3)(c3ccccc3)C2=O)c1	-5	-1.3	-18	-4	-4	.	1.9	0	-4	-1	-19
CCc1ccc(NC(=O)CNC(=O)[C@@H]2Cc3ccccc3CN2C(=O)OC(C)(C)C)cc1	0	-1.6	-12	-4	1	-8	0.0	7	0	4	-1
CC(=O)c1c(O)cc(O)cc1O	-1	-0.2	6	17	4	.	1.2	.	0	12	10
O=C(CN1C(=O)/C(=C/c2cccc(Br)c2)SC1=S)Nc1cccnc1	-4	6.6	-14	7	-3	185	-1.2	1	15	2	-6
COC(=O)c1ccc(C(=O)OC)c(NC(=O)COC(=O)C23CC4CC(CC(O)(C4)C2)C3)c1	4	1.6	-4	-13	-5	181	1.1	1	16	-1	-19
COc1ccccc1NCCC(=O)OCC(=O)Nc1ccccc1F	-8	0.8	-1	-7	6	6	-6.1	4	0	-5	-2
CC(NC(=O)c1ccc(N)cc1)c1ccccc1 (centres undefined)	-1	-1.3	-5	2	0	10	-0.1	-1	3	-5	4
O=C(N/N=C/c1c(Cl)cccc1Cl)c1ccccc1F	-4	-1.4	-13	5	-2	37	-0.3	-1	-25	3	-23
Cn1cccc1Cc1nnc(SCC(=O)N2CCOCC2)n1CCc1ccccc1	-1	-1.0	-3	10	-6	-12	-0.7	.	-122	0	-4
O=C(CNS(=O)(=O)c1ccc(Br)cc1)NCc1ccncc1	4	4.4	-11	-4	-1	14	-0.7	-5	-50	-1	-6
O=C(NCCN1CCN(c2ccc([N+](=O)[O-])cc2)CC1)NCc1ccccc1	0	-0.2	-20	-10	-10	5	1.3	7	5	4	-6
Cc1ccc(CNC(=O)C(=O)NCCC2=CCCCC2)cc1	-5	-0.2	-18	6	-1	-14	-0.3	1	3	-1	-27
Cn1c(N)c(C(=O)COC(=O)c2cc(S(=O)(=O)N3CCCCC3)ccc2Cl)c(=O)n(C)c1=O	4	0.2	-15	26	1	-5	-1.4	3	7	-2	5
Cc1cccc(C(=O)NCC(=O)N(C)Cc2nc3ccccc3c(=O)[nH]2)c1	0	3.4	-11	-1	-5	6	-0.4	-1	.	1	2
Cc1ccc(S(=O)(=O)N2CCN(C(=O)c3ccc(N4CCCCC4)c([N+](=O)[O-])c3)CC2)cc1	-1	-0.5	10	13	-6	-6	-1.1	2	-1	-2	-11
COC(=O)c1ccc(Nc2cc(C)nc3ncnn23)cc1	1	-1.0	-4	-2	9	-1	2.8	0	.	2	-3
The listing continues.
SMILES	Keap1-Nrf2 PPI	C-LANA FP	PvdQ inh	Rtt109 HAT inh	Cardiac RTF inh	SUMO Mot1 rescue	CDK5 p35 inh	NSD2 HMT inh	PfHsp90 set2	RTF Ca sens act	dFosB activator
CCOc1ccc(OCC)c(S(=O)(=O)N2CCCCC2C)c1 (centres undefined)	2	0.2	9	6	0	0	2.0	-2	9	3	-9
C[C@H](NS(=O)(=O)c1ccccc1F)C(=O)OCC(=O)N1CCc2ccccc21	3	1.0	-2	2	-1	-20	0.2	-2	6	1	-2
Cc1ccccc1-c1nnc(-c2ccccc2C)o1	-1	-1.1	-14	-1	-3	0	-1.2	-2	-16	-2	-10
CCOCCCNC(=O)c1ccc(NC(=O)C2CCCO2)cc1 (centres undefined)	-3	-1.1	-2	4	-8	-15	-1.4	-1	1	-5	-6
CCn1c(-c2ccccn2)nc2cc(S(=O)(=O)N(C)C)ccc21	0	1.4	-3	1	-17	13	0.3	-1	-8	-7	-7
CN(C)S(=O)(=O)c1cc(NC(=O)COC(=O)Cc2ccc(Br)cc2)ccc1Cl	-9	-3.0	-9	-8	-4	-10	-2.6	2	23	-9	-2
COC(=O)c1ccc(NC(=O)c2cc[n+]([O-])cc2)cc1	-3	0.8	-7	-9	-4	-3	-1.4	-4	2	6	-1
CCN(CC)CCCNC(=S)N(Cc1cccs1)Cc1cc2cc3c(cc2[nH]c1=O)OCCO3	-4	-0.3	-17	6	5	8	-0.2	30	8	1	-5
CCOC(=O)c1ccc(-n2ccnc2)c(NC(=O)c2cccc(Br)c2)c1	4	-1.2	-9	-5	6	8	-1.4	-2	11	-3	-12
CCCCNC(=O)NC1(C(F)(F)F)Oc2ccccc2O1	0	0.2	-4	-10	4	4	0.0	-1	-28	-5	-6

Not a hit list, and some 3.2% of all compounds hit somewhere here.
